# Screening data (PubChem BioAssay)
# RmlCD inh 1536: M. tuberculosis RmlC/RmlD coupled enzyme inhibitors, primary screen, biochemical, compound mixtures, 384-well, from 1536-well plates; 160,000 tested, 0.03% active; RmlC+RmlD coupled enzyme assay, percent inhibition; primary screen in compound mixtures; inhibition, % at 3.6 µM; dTDP-4-dehydrorhamnose reductase (Mycobacterium tuberculosis (strain ATCC 25618 / H37Rv)) …; in the data active = inhibition mostly above about 34%, no sharp cut-off; also: some results filed as inactive read as strong as hits
# Target sequence (P9WH09 whole entry, looked up): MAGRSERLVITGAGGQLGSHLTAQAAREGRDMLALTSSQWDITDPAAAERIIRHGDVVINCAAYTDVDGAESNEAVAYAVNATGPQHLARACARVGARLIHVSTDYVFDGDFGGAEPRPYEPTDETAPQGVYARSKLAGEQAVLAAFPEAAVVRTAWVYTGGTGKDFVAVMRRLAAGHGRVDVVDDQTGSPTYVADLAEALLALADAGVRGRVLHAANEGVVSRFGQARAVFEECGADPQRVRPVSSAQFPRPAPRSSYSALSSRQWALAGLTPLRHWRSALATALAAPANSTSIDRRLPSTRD
# Target sequence (P9WH11 whole entry, looked up): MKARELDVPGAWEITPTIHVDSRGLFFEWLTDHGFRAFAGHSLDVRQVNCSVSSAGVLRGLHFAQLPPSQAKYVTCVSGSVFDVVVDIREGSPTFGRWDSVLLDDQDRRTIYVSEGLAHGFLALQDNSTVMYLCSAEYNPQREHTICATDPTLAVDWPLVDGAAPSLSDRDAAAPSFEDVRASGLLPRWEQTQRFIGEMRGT
# GlmU inhibition: inhibition of mycobacterial GlmU enzyme – biochemical, glucosamine-1-phosphate acetyltransferase (AID 1376) | M. tuberculosis GlmU acetyltransferase enzyme assay; higher % means a stronger effect | Bifunctional protein GlmU (Mycobacterium tuberculosis (strain ATCC 25618 / H37Rv)) | inhibition, %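 (tested at 30 µM in the primary screen)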, or IC50 in µM where a hit was titrated | 220,000 tested, 0.25% active; in the data active = inhibition above about 13%;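 also: 0% = complete reaction with vehicle and 100% = reaction without substrate; strong numbers were not always called active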
# * hit, by the source's call; . = not tested or not shown. These rows are one share of the data, so the mix of outcomes need not match the whole.
# Screens in order – RmlCD inh 1536 | GlmU inhibition
[1] Cn1c(C(=O)NCCCN2CCOCC2)cc2c(=O)n(C)c3ccccc3c21
    32 | 0.9%
[2] Cc1cc(C)n2ncc(C(=O)Nc3ccc4c(c3)OCO4)c2n1
    . | 1.4%
[3] CC(Oc1ccc(Cl)cc1)c1ccnc(N)n1 (stereo unspecified)
    11 | -2.5%
[4] CN(C(=O)COC(=O)c1ccc(Cl)c(N)c1)c1ccccc1
    . | 0.6%
[5] CCOC(=O)C(NCc1ccccc1OC)(NC(C)=O)C(F)(F)F (stereo unspecified)
    . | -0.3%
[6] CCCCN(CC)Cc1ccc(CNC(=O)Nc2ccccc2)o1
    -2 | 8.1%
[7] COCCN1C=C2C(=O)C(C)(OC(=O)C3CCCC3)C(=O)C(c3ccccc3)=C2C=C1CCCC(=O)OC (stereo unspecified)
    . | 4.2%
[8] NS(=O)(=O)c1ccc(N2CCCCCC2)c([N+](=O)[O-])c1
    8 | -3.8%
[9] COc1ccc(N(CC(=O)Nc2cccc(C)c2)S(=O)(=O)c2c(C)n[nH]c2C)cc1
    . | -1.2%
[10] O=C(c1ccco1)[C@@H]1[C@@H]2C(=O)N(c3ccccc3)C(=O)[C@@H]2C2c3ccccc3C=CN21 (stereo partly specified)
    . | 4.9%
[11] COC(=O)c1ccc(CSc2nnc(Nc3ccc(C)cc3)s2)o1
    10 | 6.8%
[12] O=C1C(Nc2cccc(O)c2)=C(N2CCCCC2)C(=O)c2ccccc21
    1 | 1.9%
[13] Cc1ccc(NC(=O)C2CCN(S(=O)(=O)c3cccc4nonc34)CC2)nc1
    21 | -0.5%
[14] C=C(C)CNC(=S)NN=C1c2ccccc2-c2ccccc21
    4 | -4.1%
[15] Cc1cc(C)cc(N2C(=O)NC(=O)/C(=C\C=C\c3ccco3)C2=O)c1
    . | 3.0%
[16] Fc1ccccc1Cc1nnc2n1N=C(c1ccc(Cl)cc1)CS2
    -1 | -0.5%
[17] O=C1CSC(=Nc2ccc(Cl)cc2)N1Cc1cccnc1
    5 | 3.5%
[18] CCN(CC)CC(=O)Nc1c(C#N)cnn1-c1ccccc1
    29 | -0.4%
[19] COC(=O)C1CCN(S(=O)(=O)c2c(C)n(C)c(=O)n(C)c2=O)CC1
    -9 | -5.0%
[20] O=C(NCCN1CCOCC1)c1ccc(CSCc2cccc(Cl)c2)o1
    1 | -2.4%
[21] O=C(Cc1ccccc1)CC1(O)C(=O)Nc2ccccc21 (stereo unspecified)
    15 | -4.7%
[22] Cc1[nH]c(=O)[nH]c1C(=O)CCCCC(=O)OCC(=O)Nc1ccccn1
    8 | -0.7%
[23] Cc1cc(OCCCC(=O)N2CCCCC2)cc(C)c1Cl
    7 | 1.9%
[24] O=C(N/N=C/c1ccsc1)c1ccc2ccccc2n1
    -7 | -2.7%
[25] Cc1cc(C(=O)OC(C)C(=O)Nc2cccc(S(=O)(=O)N3CCOCC3)c2)c(C)o1 (stereo unspecified)
    2 | -0.3%
[26] CCCc1cc(=O)[nH]c(SCC(=O)c2[nH]c(C)c(C(=O)OCC)c2C)n1
    -6 | -4.8%
[27] COC(=O)Nc1ccc(S(=O)(=O)n2cnc3ccccc32)cc1
    13 | 1.6%
[28] c1ccc(COC2CCCN(Cc3nc(-c4cnccn4)no3)C2)nc1 (stereo unspecified)
    . | -1.8%
[29] O=C(Oc1ccc2c(-c3ccccc3)cc(=O)oc2c1)c1cccs1
    2 | 1.1%
[30] CN(C)C(=O)C[n+]1ccc(C(N)=O)cc1
    -2 | 2.9%
[31] Cc1ccc(N2C(=O)NC(=O)/C(=C\c3cc(C)n(-c4sc5c(c4C#N)CCCC5)c3C)C2=O)cc1
    11 | -0.2%
[32] CC(=O)NC(=S)Nc1ccc(NC(=O)c2cccs2)cc1
    -7 | 6.7%
[33] COc1ccc(-c2nc(SCC(=O)N3CCOCC3)n[nH]2)cc1
    . | 0.0%
[34] COc1ccc(NC(=O)c2cc3c(s2)CCC(C)C3)cc1S(=O)(=O)N1CCOCC1 (stereo unspecified)
    . | -2.0%
[35] Cc1cccc(OCCNc2ccc([N+](=O)[O-])cn2)c1
    -8 | -4.8%
[36] O=C(NCc1ccco1)NCC(F)(F)F
    -7 | 0.1%
[37] CC(C)OCCCN1CN(S(=O)(=O)c2cccc(Cl)c2)c2nc3ccccc3nc21
    . | -2.2%
[38] CCn1ncc(C2=NOC(C(=O)Nc3cnn(C45CC6CC(CC(C6)C4)C5)c3)C2)c1C (stereo unspecified)
    -11 | 2.8%
[39] O=C(CSc1ncn[nH]1)Nc1nc(-c2ccccc2)ns1
    -7 | 5.4%
[40] CCc1ccccc1NC(=O)c1nnn(CC(=O)Nc2cccc(C)c2)c1N
    28 | 1.2%

# Some of the entries so far, as labelled records.
33. COc1ccc(-c2nc(SCC(=O)N3CCOCC3)n[nH]2)cc1
  RmlCD inh 1536 = .
  GlmU inhibition = 0.0%
31. Cc1ccc(N2C(=O)NC(=O)/C(=C\c3cc(C)n(-c4sc5c(c4C#N)CCCC5)c3C)C2=O)cc1
  RmlCD inh 1536 = 11
  GlmU inhibition = -0.2%
34. COc1ccc(NC(=O)c2cc3c(s2)CCC(C)C3)cc1S(=O)(=O)N1CCOCC1 (stereo unspecified)
  RmlCD inh 1536 = .
  GlmU inhibition = -2.0%

# (cont.)
# Screens in order – RmlCD inh 1536 | GlmU inhibition
[41] O=C1NC(=S)N/C1=C/c1cc([N+](=O)[O-])ccc1N1CCOCC1
    1 | 3.9%
[42] COCCCNC(=O)c1cn(CC(C)C)c(=O)c2c1c1ccccc1n2C
    6 | 2.7%
[43] Cc1ccc(O)c(CP(=O)(c2ccccc2)c2ccccc2)c1
    4 | -5.7%
[44] CCC1(C)Cc2ccccc2-c2nc3n(c(=O)c21)CC(C(=O)O)S3 (stereo unspecified)
    9 | -0.1%
[45] Cc1nc2c(C#N)c(C)[nH]n2c(=O)c1Cc1ccccc1
    4 | 5.4%
[46] CCOc1ccc2cc(C#N)c(SCC(=O)N3CCC(C)CC3)nc2c1
    . | -4.2%
[47] O=c1c(Cc2ccccc2O)c(O)nc2n1CCCS2
    -12 | -1.3%
[48] CCN(CC)S(=O)(=O)c1ccc(NN=C2CCN(C(C)C)CC2)c([N+](=O)[O-])c1
    6 | -0.8%
[49] CCOC(=O)N1CCN(C(=O)c2ccc3c(=O)n(CCc4ccccc4)c(=S)[nH]c3c2)CC1
    8 | -0.5%
[50] CCN1C(=O)c2cccc3c(NC(=O)c4cccc(N5C(=O)CCC5=O)c4)ccc1c23
    -11 | .
[51] CC1CCc2nc3ccccc3c(C(=O)OCC(=O)N(C)C3CCS(=O)(=O)C3)c2C1 (stereo unspecified)
    -11 | 0.8%
[52] O=C(Cc1ccccc1)NCC(=O)OCC(=O)c1cccc([N+](=O)[O-])c1
    -7 | 0.3%
[53] Cc1nc(NC(=O)c2ccc3c(c2)OCO3)ccc1Br
    0 | 1.9%
[54] CCOCCCNC(=O)/C(C#N)=C/c1cc(OC)c(O)c([N+](=O)[O-])c1
    . | 4.0%
[55] Cc1cc(NC(=O)CSc2nnc(C)n2-c2ccccc2)no1
    2 | 4.6%
[56] COc1ccc(Cl)cc1NC(=O)C(C)N(C)Cc1ccc(C(F)(F)F)cc1 (stereo unspecified)
    -20 | -5.4%
[57] CSc1cccc(NC(=O)C2CCCN2S(=O)(=O)c2ccc(Br)s2)c1 (stereo unspecified)
    . | 7.6%
[58] N#Cc1nc(-c2ccc(OCc3ccc(Cl)cc3)cc2)oc1N1CCOCC1
    -4 | 3.7%
[59] COc1ccc(/C=C/C(=O)O)cc1COc1ccccc1C
    -8 | 1.1%
[60] Cc1cc(NC(=O)Cn2cnc3sc(C)c(-c4ccccc4)c3c2=O)no1
    . | -0.8%

# Further entries:
item	Compound	RmlCD inh 1536	GlmU inhibition
61	CN1CCN(c2ccc(NC(=O)c3sc4ccccc4c3Cl)cc2)CC1	12	4.1%
62	COc1ccc(-n2c(=O)c3ccccc3n(CC(=O)OCc3ccccc3)c2=O)cc1OC	-7	-6.7%
63	COC(=O)c1cc(C)sc1NC(=O)C1C2C=CC(CC2)C1C(=O)O (stereo unspecified)	-8	-1.8%
64	O=C(N/N=C/c1cn(-c2ccccc2)nc1-c1ccccc1)c1ccco1	103	-0.2%
65	CCCCCOC(=O)Cc1c(O)c2ccccc2[nH]c1=O	13	-0.1%
66	COc1ccc(C(=O)C2CCCN(C(=O)/C=C/c3ccccn3)C2)c(C)c1 (stereo unspecified)	.	-0.2%
67	CC(NC(=O)COC(=O)c1ccc(Cl)cc1O)c1ccc(F)cc1 (stereo unspecified)	-8	-2.6%
68	CN1CCN(CC(=O)N(Cc2c(C#N)c3ccccc3n2C)c2ccccc2)CC1	.	-1.6%
69	O=C(O)c1c2c(nc3ccccc13)/C(=C/c1ccc(O)cc1)CCC2	-10	-1.4%
70	Cc1cc(-c2ccccc2)nc(SCC(=O)N2CCCC2)n1	2	-0.1%
71	CN1C(=S)SC(N(O)C(=O)Nc2ccccc2)C1(C)C (stereo unspecified)	.	-0.2%
72	Cc1ccc(-n2c(=O)[nH]c3c(C(N)=O)nc(CC(C)C)nc32)cc1	1	3.6%
73	Cc1oc(C(=O)O)cc1CSc1nnc(-c2ccccc2)n1C	6	4.3%
74	CC1CCCCN1C(C(=O)O)c1ccccc1 (stereo unspecified)	2	-2.6%
75	COc1cccc(/C=N/NC(=O)Cn2cnc3c2c(=O)n(C)c(=O)n3C)c1OC	-7	5.9%
76	Cn1c(=S)[nH]c2c(c1=O)C(C)(C)Cc1ccccc1-2	12	-6.3%

# Some of the entries so far, as labelled records.
(18) CCN(CC)CC(=O)Nc1c(C#N)cnn1-c1ccccc1
- RmlCD inh 1536: 29
- GlmU inhibition: -0.4%
(19) COC(=O)C1CCN(S(=O)(=O)c2c(C)n(C)c(=O)n(C)c2=O)CC1
- RmlCD inh 1536: -9
- GlmU inhibition: -5.0%
(20) O=C(NCCN1CCOCC1)c1ccc(CSCc2cccc(Cl)c2)o1
- RmlCD inh 1536: 1
- GlmU inhibition: -2.4%
(21) O=C(Cc1ccccc1)CC1(O)C(=O)Nc2ccccc21 (stereo unspecified)
- RmlCD inh 1536: 15
- GlmU inhibition: -4.7%

# Further records
item	Compound	RmlCD inh 1536	GlmU inhibition
77	O=C(/C=C/c1c(Cl)cccc1Cl)N1CCN(c2ncccn2)CC1	-118	4.0%
78	O=C1CCCCC1Sc1nnc(Cc2cccs2)n1CCc1ccccc1 (stereo unspecified)	.	-6.6%
79	CC(=O)NCCC(=O)N1CCc2c([nH]c3ccccc23)C1c1cccc(Cl)c1 (stereo unspecified)	-6	1.5%
80	Cc1ccc(NC(=O)CCN2CCN(C/C=C/c3ccccc3)CC2)cc1	.	1.3%
81	Clc1ccccc1-c1nc2ccccc2c2nc3ccccc3n12	10	-2.1%
82	O=C(NC(C(=O)c1ccccc1)N1CCCCC1)c1ccccc1 (stereo unspecified)	-1	-0.5%
83	Cc1ccc(NC(=O)CSc2ccc3nnc(CCNC(=O)c4ccccc4)n3n2)c(C)c1	10	-1.6%
84	Nc1ccccc1Sc1ccccc1[N+](=O)[O-]	-3	-6.8%
85	CN1C(=O)C(O)(C2COC(C)(C)CC2=O)c2cc(Br)ccc21 (stereo unspecified)	45	-1.6%
86	COC(=O)c1ccc(C23CC4(C2)[C@H](CN(Cc2ccc(-c5ccccc5)cc2)[C@@H]4c2ccccc2)C3c2ccccc2)cc1 (stereo partly specified)	.	0.8%
87	O=C(Nn1cnnc1)c1cc(-c2cccc(Br)c2)nc2ccccc12	3	-1.4%
88	O=C(CCC(=O)c1ccc(Br)cc1)Nc1cccc(C(F)(F)F)c1	14	2.4%
89	COc1cccc2[nH]c3c(Cl)ncnc3c12	5	-2.9%
90	Cn1c(=O)c2c(nc(Cl)n2Cc2ccc(Cl)c(Cl)c2)n(C)c1=O	8	.
91	COc1ccc(CCn2c(=S)[nH]c3ccc(N4CCOCC4)cc3c2=O)cc1OC	22	-3.3%
92	Cc1cnc(NC(=O)C(C)N2C(=O)C3CC=CCC3C2=O)s1 (stereo unspecified)	.	-2.6%
93	C=CCOc1ccc(C2C(C#N)=C(N)N(Nc3ccccc3)C3=C2C(=O)CC(C)(C)C3)cc1OC (stereo unspecified)	-5	2.0%
94	COc1ccccc1OCCOC(=O)Nc1ccccc1	2	0.9%
95	COc1ccc2c(c1)C(C)CC(C)(C)N2C(=O)NC1CCCCC1 (stereo unspecified)	.	2.5%
96	COCCOC(=O)c1cc(C(=O)c2cc(F)ccc2O)coc1=N	.	3.9%
97	Cc1onc(-c2c(Cl)cccc2Cl)c1C(=O)NCc1ccco1	6	1.3%
98	Cc1cc(O)cc(C)c1Cl	.	-0.8%
99	CN1C(=O)c2cccc3c(S(=O)(=O)NCc4ccco4)ccc1c23	-5	-5.8%
100	O=C(Cc1ccc(Cl)cc1)Nc1ncc([N+](=O)[O-])s1	-12	-2.3%
101	O=C(CCNC(=O)c1ccccc1Cl)Nc1cccc(C(F)(F)F)c1	10	-4.9%
102	CCN(CC)C(=O)CNC(=O)Cc1ccc(Cl)cc1	.	2.0%
103	COc1ccc(C(C)(C)C)cc1NC(=S)NCCN1CCOCC1	30	0.6%
104	Cc1c(NC(=O)c2ccc(S(=O)(=O)N(C)c3ccccc3)cc2)c(=O)n(-c2ccccc2)n1C	9	-6.1%
105	CC(=O)N1CCN(Cc2nc3cc(NC(=O)COc4ccccc4)ccc3n2C)CC1	-2	1.3%
106	CC(=O)N1CCN(c2ccc([N+](=O)[O-])c(NCC3CCCO3)c2)CC1 (stereo unspecified)	.	2.2%

# A few values from above.
# entry 105 @ RmlCD inh 1536: -2
# entry 104 @ RmlCD inh 1536: 9
# entry 101 @ GlmU inhibition: -4.9%
# entry 103 @ GlmU inhibition: 0.6%
